EP2 mod – EP2 receptor (human) modulation | actives 0.83% (n = 260,000) | EP2-expressing cells, cAMP HTRF FRET, PGE2 co-stimulation | P43116 | induction, % at 25 µM;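 active = compounds whose cAMP rise, as percent of the full-agonist control response, exceeds 60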;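 also: rat C6 glioma line stably carrying human EP2 under a CMV promoter; the protocol text gives 20 µM as final concentration; 100% = response of wells given 1 µM PGE2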
Hck Nef HTS – human Hck-Nef kinase inhibition; P08631; Recombinant Hck-YEEI plus Nef, Z-Lyte FRET kinase assay; inhibition, % at 20 µM; actives 0.68% (n = 220,000);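 active = Hck-Nef kinase inhibition above about 50%, limit read from the data; inactive = inhibition below that limit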;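 also: 0% = DMSO with Hck plus Nef and 100% = Hck alone without Nef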
PGE2 EP2 inh – inhibitors of human EP2 prostaglandin E2 receptor. AID 1422. C6 glioma cells expressing human EP2, cAMP TR-FRET; cells stimulated with saturating PGE2. actives 0.52% (n = 260,000). P43116. inhibition, % at 25 µM;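 active = percent inhibition above 40 after rounding to a whole number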;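 also: rat C6 glioma host cells with rolipram phosphodiesterase inhibitor present; the protocol text gives 20 µM as final concentration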
PERK inhibitor – blocks human PERK kinase; Q9NZJ5; actives 0.17% (n = 220,000); inhibition, % at 5.6 µM; CHO PERK-DD fusion, SEAP luminescence translation reporter; AID 1416;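 active = inhibition above the mean inhibition of all tested compounds plus 3 SD, set separately per screening campaign, cut at about 2.9% in these data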;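 also: PERK kinase domain activated by AP20187 dimerizer at 100 nM; 0% = DMSO with dimerizer and 100% = rapamycin at 8.4 µM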
Target sequence (Q9NZJ5 whole entry, looked up, the tested form may be a part): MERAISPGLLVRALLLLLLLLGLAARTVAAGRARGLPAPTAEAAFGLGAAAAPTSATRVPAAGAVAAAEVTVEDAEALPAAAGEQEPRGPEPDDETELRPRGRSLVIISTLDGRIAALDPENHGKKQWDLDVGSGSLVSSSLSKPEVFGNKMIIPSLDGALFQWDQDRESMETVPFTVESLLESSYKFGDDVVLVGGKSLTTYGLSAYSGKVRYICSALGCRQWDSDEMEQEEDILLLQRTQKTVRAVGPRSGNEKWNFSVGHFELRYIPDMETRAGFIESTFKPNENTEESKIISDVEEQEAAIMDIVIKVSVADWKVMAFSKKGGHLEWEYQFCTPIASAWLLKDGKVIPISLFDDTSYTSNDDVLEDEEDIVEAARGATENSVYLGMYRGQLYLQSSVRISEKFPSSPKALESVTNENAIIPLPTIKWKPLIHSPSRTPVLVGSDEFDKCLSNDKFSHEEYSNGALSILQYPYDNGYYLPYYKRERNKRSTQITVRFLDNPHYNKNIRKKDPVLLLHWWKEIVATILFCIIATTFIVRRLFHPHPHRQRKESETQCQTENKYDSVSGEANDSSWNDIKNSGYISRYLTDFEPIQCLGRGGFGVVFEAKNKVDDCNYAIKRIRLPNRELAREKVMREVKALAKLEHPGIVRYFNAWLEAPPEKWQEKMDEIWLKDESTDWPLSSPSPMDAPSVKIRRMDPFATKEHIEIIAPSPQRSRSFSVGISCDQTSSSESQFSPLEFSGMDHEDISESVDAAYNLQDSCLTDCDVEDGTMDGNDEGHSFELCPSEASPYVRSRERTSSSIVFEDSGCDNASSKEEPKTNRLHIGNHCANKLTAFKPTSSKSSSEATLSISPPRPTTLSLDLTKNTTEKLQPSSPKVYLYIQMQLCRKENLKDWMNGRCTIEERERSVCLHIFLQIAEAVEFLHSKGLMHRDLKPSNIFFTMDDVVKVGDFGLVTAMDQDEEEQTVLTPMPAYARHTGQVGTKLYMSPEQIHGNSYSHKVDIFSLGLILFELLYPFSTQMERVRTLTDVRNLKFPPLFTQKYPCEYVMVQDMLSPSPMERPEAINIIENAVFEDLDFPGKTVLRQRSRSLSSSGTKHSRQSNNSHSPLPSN
Runt-SMMHC FRET – blocks binding of human RUNX1 Runt domain to CBFb-SMMHC. Q01196+Q13951. Cerulean-Runt/Venus-CBFb-SMMHC FRET ratio 530/480, 1 h. inhibition, % at 20 µM. actives 0.74% (n = 220,000). AID 1434;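 active = mean inhibition across duplicate retests at 20 µM reaching about 50%, limit read from the data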;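 also: 0% = DMSO wells and 100% = wells with excess untagged CBFb-SMMHC; inhibitors lower the FRET ratio by blocking Runt binding to CBFb-SMMHC; some results filed as inactive read as strong as hits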
Runt-CBFb FRET – Runt domain-CBFb interaction inhibition | Cerulean-Runt/Venus-CBFb FRET ratio 530/480, 1 h | inhibition, % at 20 µM | actives 0.46% (n = 220,000);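 active = inhibition over about 50% at 20 µM in the single-dose screen, limit read from the data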;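 also: 0% = DMSO wells and 100% = excess unlabeled CBFb competitor control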
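Assay system: Cerulean-tagged RUNX1 Runt domain (FRET donor) fusion protein / Amount: 100 nM each of Venus-CBFb and Cerulean-Runt domain / Medium: Tris buffer pH 7.5 with salts and BSA / Also added: Venus-CBFb 100 nM / Schedule: 1 h complex formation plus 1 h compound treatment, room temperature / Signal: FRET fluorescence / Read-out: loss of energy transfer signal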
zVAD death inh – blocks zVAD induced death of L929 cells | L929 zVAD necroptosis rescue, ATP luminescence, 24 h; with zVAD 60 µM | viability rescue, % at 10 µM | actives 0.38% (n = 220,000) | AID 1377;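 active = activation, scaled between plate controls, above about 75%, limit read from the data; inactive = activation under that limit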;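 also: 0% = zVAD with DMSO and 100% = DMSO alone without zVAD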
RBBP9 inhibitor – inhibitors of human serine hydrolase RBBP9. O75884. recombinant RBBP9, FP-Rh probe fluorescence polarization. inhibition, % at 7.94 µM. actives 0.2% (n = 220,000);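 active = inhibition above the campaign mean of all tested compounds plus 3 SD, cut at about 14% in these data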;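 also: plate controls were DMSO wells with RBBP9 for no effect and wells lacking RBBP9 protein for full effect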
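Measured by – fluorescence polarization · Test system – RBBP9 protein · Input – 2.5 µM RBBP9 dispensing solution, before mixing · Measure – percent inhibition from mP, scaled between DMSO and no-protein wells · Benchmarks – DMSO-treated enzyme wells and wells lacking RBBP9 · Times – preincubation 30 min plus labeling 45 min at 25 °C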
TNF death inh – blocks TNF-alpha induced death of Jurkat FADD-/- cells; AID 463075; actives 0.068% (n = 220,000); activation (protection from cell death), % at 10 µM; Jurkat FADD-/- TNF necroptosis rescue, ATP luminescence, 24 h; 0 = TNF only, 100 = no-TNF cells;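 active = activation, meaning protection from cell death, of at least 50% relative to plate controls; inactive = activation below 50%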;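 also: necroptosis triggered by 40 ng/mL TNF-alpha added together with compound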
Starred values were filed as active, the others as inactive; · = not tested or not shown; & = joins results of further samples. These rows are one share of the data; rates above refer to the full screens.

SMILES	EP2 mod	Hck Nef HTS	PGE2 EP2 inh	PERK inhibitor	Runt-SMMHC FRET	Runt-CBFb FRET	zVAD death inh	RBBP9 inhibitor	TNF death inh
CN(C)CCNCCCOc1ccccc1-c1ccccc1	2	12	8	0.3	-2	-1	-0.3	4	4.3
O=C(N/N=C\c1ccc(CN(Cc2ccc(Cl)cc2)S(=O)(=O)c2ccccc2)o1)C(=O)Nc1ccc(F)cc1	32	9	·	0.8	-5	1	0.7	-16	-5.1
Cn1c(=O)oc2cc(S(=O)(=O)N3CCN(Cc4ccc5c(c4)OCO5)CC3)ccc21	-7	9	5	0.9	-2	-1	-0.1	-2	-0.4
C=CCN(CC(=O)NCC1CCCO1)C(=O)CCC(=O)Nc1cc(C)on1 (stereo not drawn)	10&4	7	9&12	0.9	-2	2	-0.6	2	-1.1
C=CCSc1nnc(Cn2c(=O)sc3ccccc32)n1C	40	-5	7	0.9	2	0	0.9	-11	2.6
O=C(Nc1ccc(F)cc1)Nc1cc(S(=O)(=O)N2CCOCC2)ccc1N1CCCC1	-16	-1	3	1.8	-1	0	0.9	-8	0.2
COCCN1Cc2cc3cc(C)ccc3nc2SC1=Nc1cccc(OC)c1	-30	5	4	0.2	-3	14	3.7	-9	-0.1
CCNc1nc(Cl)nc(-c2cn(-c3ccccc3)c3ccccc23)n1	10	2	8	-1.7	2	1	0.9	-8	1.2
CCO[C@H]1OC(C(=O)N2CCOCC2)=C[C@@H](C)[C@@H]1CCCO	0	4	15	-0.4	-1	2	0.2	4	1.2
O=C(Nc1ccc(OC(F)(F)F)cc1)c1ccc(-n2cncn2)nc1	-33	21	5	-0.2	-1	1	36	3	-0.7
CCn1c(CCCOc2ccc(Cl)cc2Cl)n[nH]c1=S	5	30	13	0.4	29	10	25	-8	-0.5
COc1cccc(OCC(=O)NNC(=O)c2ccc(-c3ccccc3)cc2)c1	18	-2	11	0.1	-5	0	0.0	-2	-0.5
Cc1ccc(OCC(=O)Nc2ccc(S(=O)(=O)Nc3onc(C)c3C)cc2)cc1	31	0	9	1.4	-1	-1	1.4	-5	0.5
CCOCCCNC(=O)CN1C(=O)/C(=C/c2ccccc2C)Sc2ccccc21	32	15	5	-0.3	-1	-5	1.6	-4	0.9
O=c1c2nccnc2[nH]c(=S)n1Cc1ccccc1	14	11	8	1.7	-4	1	0.7	-7	-1.0
COc1ccc2cc3cc(C(=O)NCC4CCCO4)oc3nc2c1 (stereo not drawn)	-14	0	10	-1.1	6	0	2.0	-2	-1.9
Cc1cc(=O)oc2cc(OCCC[n+]3ccccc3)ccc12	22	-7	14	0.3	3	1	-0.5	-4	-0.2
O=C(N/N=C/C(Cl)=C\c1ccccc1)c1ccco1	-31	33	8	-0.1	-2	-1	1.5	2	1.9
O=C(/C=C/c1ccco1)NC(=S)Nc1cccc(-c2nc3ccccc3s2)c1	·	5	11	-1.4	·	·	0.6	-39	-17
COc1ccc(-c2cc(C(=O)O)nc3ccc4ccccc4c23)cc1OC	-22	20	7	1.0	6	0	5.2	0	0.2
O=C(O)Cn1nnnc1SCC(=O)Nc1ccc(F)cc1F	28	22	3	-0.1	2	-2	-0.6	-4	-0.6
CCn1c(Nc2ccccc2Cl)nc2ccccc21	0	7	10	-1.3	1	1	2.6	0	0.2
COC(=O)CC1C(=O)NCCN1C(=O)CSc1nnc(Nc2ccc(C)cc2)s1 (stereo not drawn)	1	1	14	0.8	4	2	-1.0	-4	-0.7
CC(C)c1nnc(NC(=O)Cc2ccc(Br)cc2)s1	30	6	6	0.4	0	2	·	-11	1.9
COCC(C)NC(=O)c1cc(OC)cc(OC)c1 (stereo not drawn)	19	2	4	2.2	1	-1	2.3	-5	-0.1

Two of these compounds, reformatted.
Order of results – EP2 mod, Hck Nef HTS, PGE2 EP2 inh, PERK inhibitor, Runt-SMMHC FRET, Runt-CBFb FRET, zVAD death inh, RBBP9 inhibitor, TNF death inh
COc1ccc(-c2cc(C(=O)O)nc3ccc4ccccc4c23)cc1OC
→ -22, 20, 7, 1.0, 6, 0, 5.2, 0, 0.2
O=C(O)Cn1nnnc1SCC(=O)Nc1ccc(F)cc1F
→ 28, 22, 3, -0.1, 2, -2, -0.6, -4, -0.6

Next section
SMILES	EP2 mod	Hck Nef HTS	PGE2 EP2 inh	PERK inhibitor	Runt-SMMHC FRET	Runt-CBFb FRET	zVAD death inh	RBBP9 inhibitor	TNF death inh
NC(=O)c1nsc(C(=O)N(c2cccc(F)c2)C(C(=O)NCC2CCCO2)c2cccs2)c1N (stereo not drawn)	7	15	8	0.1	12	2	0.5	-6	0.2
CCOc1ccc(C(NC(=O)/C=C/c2ccco2)c2ccc(OC)c(OC)c2)cc1 (stereo not drawn)	4	3	2	-0.5	5	7	0.1	-6	4.3
Cc1ccc(S(=O)(=O)CCC(=O)NCc2ccccc2)cc1	14	-2	5	0.3	3	0	-0.2	-8	0.3
S=c1[nH]nc(-c2ccccn2)n1/N=C/c1ccc(Cl)c(Cl)c1	8	2	10	1.9	5	13	1.2	-6	1.5
CCC(C)[C@H](NC(=O)NCc1ccc(Cl)cc1)C(=O)O (stereo partly drawn)	3	0	3	0.2	-5	-1	1.6	2	2.0
COc1cc(OC)c2ccc(=O)oc2c1C(CCN1CCN(c2ccccc2)CC1)c1ccc(N(C)C)cc1 (stereo not drawn)	0	15	6	·	0	0	0.0	·	4.0
CCOC(=O)C1CCCN(Cc2nc(N)nc(Nc3ccccc3OC)n2)C1 (stereo not drawn)	-2	-4	11	-0.2	2	-1	0.7	-1	-0.4
Cc1cc2cc(CNC(=O)c3ccc(C)c([N+](=O)[O-])c3)ccc2[nH]1	-23	-13	7	0.0	-7	-1	·	-2	0.7
Cc1cc(C)c2c(-n3cccc3)c(C(=O)NNS(=O)(=O)c3ccccc3)sc2n1	18	1	14	0.1	1	-1	0.1	-8	-1.8
CC(C)=NNc1nc(-c2ccc([N+](=O)[O-])cc2)cs1	4	3	3	1.5	-5	33	0.0	0	-3.0
CC(=O)N1CCN(c2ccc(NC(=S)NC(=O)c3ccc(C)c([N+](=O)[O-])c3)cc2)CC1	-88	8	10	-1.7	-3	2	-0.7	-2	3.7
COCCNc1oc(COc2cccc(C)c2)nc1C#N	-33	-1	14	0.1	5	0	0.1	2	-1.4
O=C(O)C1CCCN1c1ncnc2ccccc12 (stereo not drawn)	-5	4	9	1.2	0	3	0.0	9	-1.9
COc1ccc(C2(CNC(=O)c3cc([N+](=O)[O-])cc([N+](=O)[O-])c3)CCCC2)cc1OC	-8	3	8	0.1	1	0	0.5	4	0.4
CN(C)C(=O)c1ccccc1-c1ccccc1	-2	9	14	0.5	2	4	-1.1	-6	-0.8
COc1cc(CNC(=O)C2CCCN2S(=O)(=O)c2ccccc2)cc(OC)c1OC (stereo not drawn)	30	1	7	-0.1	0	0	3.7	-4	0.4
COC(=O)C1=CN(C2CC2)C=C(C(=O)OC)C1c1ccccc1OC	55	49	12	-1.0	38	105*	-0.9	-11	-0.6
CCC(C)NC(=O)c1cn(C)c(=O)c2cc(OC)c(OC)cc12 (stereo not drawn)	14	-15	10	0.8	1	0	2.2	-5	2.1
O=C(CN1CCOc2ccccc21)NC1CCN(Cc2ccccc2)CC1	-1	0	4	-0.7	-1	4	0.2	-5	-0.9
CC(NCC(c1ccco1)N1CCCCC1)C(=O)NC1CCCC1 (stereo not drawn)	-28	14	5	-0.3	3	-2	0.8	-6	-0.9
Cc1ccc(NCc2nnc(SCC(=O)Nc3ncc(C)s3)n2Cc2ccco2)c(C)c1	40&42	11	11&4	-0.4	2	-4	1.2	-16	-0.8
Cc1noc(C)c1Cn1nc(C(=O)O)c2ccccc2c1=O	33	1	8	-0.7	2	-2	0.3	6	-2.8
Nc1nc(-c2ccc3c(c2)NC(=O)CO3)cs1	-14	12	·	1.0	-1	4	0.7	6	-1.9
CC(C)CC1NC(=O)N(CC(=O)N2CCN(S(=O)(=O)c3ccc4ccccc4c3)CC2)C1=O (stereo not drawn)	12	-2	14	1.0	0	-2	0.3	-8	-1.5
Cc1ccc(Sc2ncnc3onc(C)c23)c(C)c1	33	2	7	0.6	-1	0	-1.5	-6	1.0
(listing goes on)
SMILES	EP2 mod	Hck Nef HTS	PGE2 EP2 inh	PERK inhibitor	Runt-SMMHC FRET	Runt-CBFb FRET	zVAD death inh	RBBP9 inhibitor	TNF death inh
C#CCOCCOCCOCCNc1nc(N2CCN(C(=O)[C@H](CCC(=O)O)n3cc(C(N)CO)nn3)CC2)nc(N2CCN(C(=O)[C@H](Cc3ccc(O)cc3)n3cc(C(N)[C@H](C)CC)nn3)CC2)n1 (stereo partly drawn)	22	9	9	0.8	5	2	0.2	5	0.2
O=C(NCCSc1c[nH]c2ccccc12)c1ccco1	5	23	16	1.1	1	0	0.0	-5	-2.2
NC(=O)c1ccccc1NC(=S)NC(=O)CCc1ccccc1	16	1	9	0.2	-10	5	0.1	-5	-5.0
Nc1ccc2oc(-c3ccc4nc[nH]c4c3)nc2c1	-37&-49	0	13&13	0.8	-2	-1	74	6	-7.3
NC(=O)c1ccsc1NC(=O)c1ccco1	8	1	9	0.4	4	3	11	-15	-1.6
O=c1[nH]nc(SCCS(=O)(=O)c2ccc(F)cc2)n1-c1ccc2c(c1)OCCO2	11	-6	16	0.3	-4	1	-0.1	-4	3.4
COc1ccc(OC)c(/C=C/C(=O)c2ccc(Cl)cc2)c1	21	0	8	1.9	-137	-45	1.1	4	-9.4
COc1ccccc1CCNC(=O)CCn1c(=O)oc2ccccc21	6	0	11	-0.1	-2	3	0.3	-3	0.0
COc1ccc(-n2nnnc2-c2cccnc2)cc1	5	-2	15	-0.9	-2	0	-0.1	-4	-0.1
CCc1nnc(NS(=O)(=O)c2ccc(NC(=O)c3ccccc3)cc2)s1	14	7	8	2.0	-1	-1	0.1	-5	0.1
O=C(c1ccccc1)c1nc[nH]c1C(=O)Nc1ccccn1	16	0	14	-0.1	1	-1	0.7	3	-3.7
CC(=O)c1ccc(OCC(O)CN2CC(C)OC(C)C2)cc1 (stereo not drawn)	7	12	6	0.7	-3	1	1.3	-3	-0.3
CC(=O)Nc1nc(C)c(-c2csc(Nc3ccc(O)cc3)n2)s1	-53	1	15	-1.5	-2	18	77*	3	0.7
Cc1ccc(OCC(=O)OCC(=O)Nc2sccc2C(N)=O)cc1C	1	2	12	1.0	1	1	0.8	-1	0.1
COc1cc([N+](=O)[O-])ccc1NC(=O)Nc1nc2c(s1)CCCC2	-2	3	10	0.8	-10	0	12	2	0.8
CCS(=O)(=O)N1N=C(c2cccc(NS(C)(=O)=O)c2)CC1c1ccc(C)cc1 (stereo not drawn)	-12	5	4	1.3	-2	-2	-0.5	-2	1.3
COc1ccc(Cl)cc1CSc1ncn[nH]1	-3	13	5	-0.1	-2	-1	0.1	-8	-1.6

Compound activity as filed in PubChem BioAssay.
